Screens (PubChem BioAssay)
SIRT5 block: sirtuin-5 (human) deacylase inhibition; Q9NXA8; actives 1.1% (n = 330,000); inhibition, % at 15 µM; Purified SirT5, succinyl-peptide AMC, trypsin-coupled fluorescence; AID 652115; in the data active = inhibition above about 15%
Target sequence (Q9NXA8 whole entry, looked up): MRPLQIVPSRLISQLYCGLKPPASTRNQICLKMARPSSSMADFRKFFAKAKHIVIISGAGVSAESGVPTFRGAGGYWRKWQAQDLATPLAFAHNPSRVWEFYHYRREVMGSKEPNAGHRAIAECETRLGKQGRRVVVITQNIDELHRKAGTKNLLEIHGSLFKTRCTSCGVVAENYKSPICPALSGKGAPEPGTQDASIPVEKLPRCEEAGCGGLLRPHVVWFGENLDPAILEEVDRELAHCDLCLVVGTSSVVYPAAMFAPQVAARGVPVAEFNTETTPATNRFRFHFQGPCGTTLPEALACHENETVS
Casp6 inh: inhibitors of human caspase-6; P55212; actives 0.53% (n = 350,000); purified caspase-6, Z-VEID-R110 cleavage fluorescence; AID 686996; inhibition, % at 12.5 µM;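 active = mean inhibition across replicates at least about 35%, with every replicate also reaching that limit, limit read from the data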;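 also: 0% = median of neutral control wells and 100% = no fluorescence left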
Target sequence (P55212 24-179 limits assumed): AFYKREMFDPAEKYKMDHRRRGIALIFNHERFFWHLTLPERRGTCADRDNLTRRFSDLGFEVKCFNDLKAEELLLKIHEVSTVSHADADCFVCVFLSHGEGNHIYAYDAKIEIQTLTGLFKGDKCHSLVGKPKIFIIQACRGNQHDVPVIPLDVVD
Target sequence (P55212 194-293 limits assumed): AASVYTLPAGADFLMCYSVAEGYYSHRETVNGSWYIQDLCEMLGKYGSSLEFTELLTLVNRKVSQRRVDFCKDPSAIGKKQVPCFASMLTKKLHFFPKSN
PAX8 inh HTS: lowers PAX8-driven luciferase in RMG-I cells; RMG-I TPO-luciferase reporter, SteadyGlo, 24 h; inhibition, % at 12.6 µM; actives 1.2% (n = 360,000); AID 652154;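 active = mean replicate inhibition at least 60% with every replicate also reaching 60%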;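 also: luciferase light reporting Pax8 driven TPO promoter activity; plate controls were median of neutral control wells for no effect and mitoxantrone controls for full effect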
LGR2 inh: inhibitors of bursicon-induced Drosophila LGR2 receptor cAMP signaling; inhibition, % at 9.99 µM; actives 0.35% (n = 380,000); AID 720647; HEK293 LGR2, CRE-luciferase, bursicon-stimulated, 4 h;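 active = drop in luminescence signal, shown as inhibition above about 50% in the replicate tests, limit read from the data, passing the limit was not always enough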;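 also: agonist challenge used bursicon conditioned medium at about half maximal strength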
DENV2 CPE rescue: inhibitors of DENV2 cytopathic effect; DENV2-infected cells, cytopathic effect rescue, plate reader; CPE inhibition, % at 9.99 µM; actives 1.7% (n = 350,000); AID 651640; in the data active = CPE inhibition above about 20%, passing the limit was not always enough; tested in BHK-21 cells;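 also: 0% = median of neutral control wells and 100% = median of positive control wells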
ARNT TACC3 PPI: disruptors of human ARNT/TACC3 interaction; AID 623870; Q9Y6A5; inhibition, % at 9.99 µM; actives 0.66% (n = 390,000); AlphaScreen His-ARNT PAS-B/GST-TACC3 binding, luminescence; TACC3 fragment carries E629A point mutation;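 active = mean inhibition of replicates at least 50% and at least half of replicates each reaching 50%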;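 also: 0% = complete ARNT plus TACC3 wells and 100% = ARNT alone without TACC3; many hits fall short of the cut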
EWS-Fli inh: inhibitors of EWS/Fli oncoprotein transcriptional activity; actives 0.67% (n = 350,000); AID 651661; A673 NR0B1-luciferase reporter, viability-normalised; inhibition, % at 12.6 µM;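 active = mean inhibition of at least 50% after viability correction, with every replicate also passing that limit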;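 also: firefly luciferase signal divided by Alamar Blue viability fluorescence both relative to DMSO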
Starred values were filed as active, the others as inactive; . = no result given; & = joins results of further samples.

SMILES	SIRT5 block	Casp6 inh	PAX8 inh HTS	LGR2 inh	DENV2 CPE rescue	ARNT TACC3 PPI	EWS-Fli inh
CCOC(=O)c1cnc2ccc(OCC)cc2c1NCCN1CCOCC1	-2	4	-10	-99	-11	-2	17
COc1ccc(NC(=O)Nc2ccc3c(c2)[C@@H]2C[C@H](CC(=O)N4CCCCC4)O[C@H](CO)[C@@H]2O3)cc1	0	1	-1	4	0	-1	9
Cc1cccc(S(=O)(=O)N[C@H]2CC[C@@H](CCNC(=O)Nc3cc(F)ccc3F)O[C@@H]2CO)c1	2	-152	13	-12	.	-9	-8
Cc1ccccc1OCC(=O)Nc1cc(S(=O)(=O)N2CCOCC2)ccc1N1CCCC1	-1	0	-5	-6	1	0	-7
CC(C)Sc1ncnc2[nH]ncc12	2	0	-48	-16	4	23	-21
Cn1c(SCC(=O)NCc2ccco2)nnc1-c1c[nH]c2ccccc12	-4	2	10	-6	-8	2	0
C[C@@H]1CN([C@H](C)CO)C(=O)Cc2cc(NS(C)(=O)=O)ccc2O[C@H]1CN(C)S(=O)(=O)c1cccs1	3	-1	-11	2	3	-12	1
Cc1cc(C(=O)NCc2cccnc2)cs1	12	-1	.	-2	.	-7	-2
CC(C)(C)NC(=O)C(OC(=O)c1cccs1)c1ccc(F)cc1 (stereo not given)	1	0	-11	9	-7	-16	-6
COc1ccc(F)cc1C(=O)C1CCCN(C(=O)CCc2ccccn2)C1 (stereo not given)	0	-6	3	5	8	-5	10
Cc1nc2ccccn2c1-c1ccnc(=S)[nH]1	-2	-1	9	.	-4	11	6
CC(C)c1ccc(N(C)C(=O)Cc2c(C(=O)O)n(C)c3ccccc23)cc1	-5	-1	2	7	-2	-32	-6
CNC[C@@H]1Oc2ccc(NS(=O)(=O)c3ccc(Cl)cc3)cc2CC(=O)N([C@@H](C)CO)C[C@H]1C	-3	0	-23	2	9	-5	1
O=C(c1ccccc1)C1Oc2ccccc2C2CC(c3cccs3)=NN12 (stereo not given)	-3	-5	10	-58	.	-3	-8
CCC(=O)c1cc2c(cc1NC(=O)c1cccs1)OCCO2	-4	-3	.	-6	-13	3	.
C=CCn1c(P(C)(=O)O)nc2ccccc21	1	-3	-19&3	-18	5	-10&-4	2
Cc1ccc(S(=O)(=O)N2CCN(c3ncnc4sccc34)CC2)cc1C	0	5	29	0	0	-6	36
O=C(C[C@@H]1CC[C@H]2[C@@H](COC[C@H](O)CN2C(=O)Nc2ccccc2)O1)NCc1ccccc1F	-6	-2	-6	-6	-16	1	1
O=C(CCc1nnc(-c2ccc(-c3ccccc3)cc2)o1)N1CCCCC1	-20	4	-120	-26	2	-3	-5
COCC#Cc1ccc2c(c1)O[C@@H](CN(C)Cc1ccc(F)cc1)[C@@H](C)CN([C@H](C)CO)S2(=O)=O	10	-2	.	-7	11	0	10
CCC(=O)Nc1ccc2c(c1)C(=O)N(C)C[C@H](OC)[C@H](C)CN(C(=O)COC)[C@H](C)CO2	.	-2	-11	12	1	-14	-5
COc1ccc(CNC(=O)C2CCC(=O)N(CCCN3CCCC3=O)C2)c(OC)c1 (stereo not given)	-1	-5	-16	1	6	2	-5
O=C(NCc1cccs1)c1cc2c(s1)-c1ccccc1OC2	.	9	-116	-48	-7	0	-74
C=CCSc1nnc(NC(=O)CCNC(=O)c2ccco2)s1	0	6	-1	8	8	5	1
COc1ccc(C#Cc2ccc([C@@H]3[C@@H](CO)N4CCCCN(Cc5ccccc5F)C[C@@H]34)cc2)cc1	1	-3	3	-17	-33	-4	0

Complete entries from above.
CC(C)c1ccc(N(C)C(=O)Cc2c(C(=O)O)n(C)c3ccccc23)cc1 is entered as SIRT5 block = -5; Casp6 inh = -1; PAX8 inh HTS = 2; LGR2 inh = 7; DENV2 CPE rescue = -2; ARNT TACC3 PPI = -32; EWS-Fli inh = -6
Cc1ccc(S(=O)(=O)N2CCN(c3ncnc4sccc34)CC2)cc1C is entered as SIRT5 block = 0; Casp6 inh = 5; PAX8 inh HTS = 29; LGR2 inh = 0; DENV2 CPE rescue = 0; ARNT TACC3 PPI = -6; EWS-Fli inh = 36
CNC[C@@H]1Oc2ccc(NS(=O)(=O)c3ccc(Cl)cc3)cc2CC(=O)N([C@@H](C)CO)C[C@H]1C is entered as SIRT5 block = -3; Casp6 inh = 0; PAX8 inh HTS = -23; LGR2 inh = 2; DENV2 CPE rescue = 9; ARNT TACC3 PPI = -5; EWS-Fli inh = 1

Later entries
SMILES	SIRT5 block	Casp6 inh	PAX8 inh HTS	LGR2 inh	DENV2 CPE rescue	ARNT TACC3 PPI	EWS-Fli inh
Cc1noc(C)c1S(=O)(=O)Nc1ccc2c(c1)C(=O)N([C@@H](C)CO)C[C@@H](C)[C@H](CN(C)S(=O)(=O)c1cccs1)OCCCC[C@H](C)O2	.	.	-22	-12	-14	-2	3
Cc1ccccc1NC(=O)CCS(=O)(=O)c1ccc(Br)cc1	-3	23	-1	4	4	-12	-3
Cc1ccc(S(=O)(=O)N(C)C[C@@H]2Oc3ccc(NS(=O)(=O)c4cccs4)cc3CC(=O)N([C@@H](C)CO)C[C@@H]2C)cc1	6	1	18	-3	-4	1	6
COc1ccc(CN(C)C[C@@H]2OCCCC[C@H](C)Oc3ccc(NC(=O)c4ccccc4)cc3C(=O)N([C@@H](C)CO)C[C@H]2C)cc1	0	1	-13	1	9	1	8
Cc1ccc(CNC(=O)C2CCN(c3nnc(N4CCCC4=O)s3)CC2)cc1	1	1	3	3	-9	1	-1
CCN(CC)N=Nc1ccc(S(=O)(=O)N2CCSC2C(=O)O)cc1 (stereo not given)	1	-2	-2	5	-3	.	1
COCCn1c(SCC(=O)N2CCCc3ccccc32)nc2c(c1=O)SC(C)C2 (stereo not given)	-1	2	23	-18	5	-2	9
Cc1cc(C(=O)NNC(=O)/C=C/c2ccc(F)cc2)c(C)o1	0	1	9	-1	-5	-11	-2
N#C[C@H]1[C@@H](c2ccc(C#CC3CC3)cc2)[C@@H](CO)N1S(=O)(=O)c1ccccc1	-4	1	-2	-11	5	5	1
COCCNC(=O)CS(=O)Cc1nc(-c2ccc(Cl)cc2)oc1C (stereo not given)	-2	1	13	-1	64*	-6	0
CN(C)/C=N/NC(=O)c1ccccc1Cl	0	-5	33	-9	-3	-2	0
CCOC(=O)c1cc2c(=O)n3ccccc3nc2n(Cc2ccco2)c1=NC(=O)c1ccccc1OCC	-2	3	5	-16	5	-9	2
COc1ccccc1N1CCN(C(=O)C2=CC=CN3CCS(=O)(=O)N=C23)CC1	-9	-1	-8	16	3	4	-2
CCCC(=O)Nc1ccc2c(c1)OC[C@H](C)N(C(=O)c1ccccn1)C[C@@H](C)[C@H](OC)CN(C)C2=O	1	-1	-10	-6	22*	.	-2
CCOC(=O)C1=C[C@@H](C(C)C)N(S(=O)(=O)c2ccc(C)cc2)[C@H]1c1ccc(C(C)C)cc1	-7	-4	23	5	-4	.	6
Cc1ccc(-n2cccn2)c(CN2CCCC(CNC(=O)c3ccc(F)cc3)C2)c1 (stereo not given)	-7	-2	5	13	18	-3	6
COc1ccc(NC(=O)N[C@H]2CC[C@H](CCn3cc(C4(O)CCCC4)nn3)O[C@@H]2CO)cc1	-2	0	2	-2	11	-10	2
COc1cccc(NC(=O)N2CC(=O)N3[C@H](CO)[C@H](c4ccc(C5=CCCC5)cc4)[C@@H]3C2)c1	-2	0	-7	-2	8	.	-10
COc1ccc(NC(=O)N(C)C[C@H]2OCc3cnnn3CCCC(=O)N([C@@H](C)CO)C[C@@H]2C)c(OC)c1	-4	-2	.	-7	-2	-2	-2
CCOC(=O)c1ccccc1NC(=O)CN1CCC(n2nnc3cc(C(F)(F)F)ccc32)CC1	-2	1	16	4	3	-6	-1
CCOC(=O)c1nnn(-c2nc(N(C)C)nc(N(C)C)n2)c1C	.	-2	-13	2	-2	-9	-1
S=c1[nH]nc(Cn2c(-c3ccccn3)nc3ccccc32)n1-c1ccc2c(c1)OCCO2	-1	7	-24	-35	2	6	-27
CCOC(=O)C1CCCN(C(=O)c2ccc(C)c(F)c2)CC1 (stereo not given)	.	1	1	-13	7	.	-19
CCC(C)N(C)C1CCN(C(=S)Nc2cccc(SC)c2)CC1 (stereo not given)	-1	-9	-3	14	18	-2	4
COc1cc(O)c2c(c1)oc(=O)c1c3cc(O)c(O)cc3oc21	23*	77*	20	.	-1	.	56*

(list continues)
SMILES	SIRT5 block	Casp6 inh	PAX8 inh HTS	LGR2 inh	DENV2 CPE rescue	ARNT TACC3 PPI	EWS-Fli inh
Cc1cc(C)cc(NC(=O)CCN2C(=O)c3ccccc3C2=O)c1	4	-3	-5	-28	-7	0	-5
COC(=O)N/N=C/c1cc(C)n(-c2ccc(Br)cc2)c1C	-11	9	6	.	-6	-6	-4
N#Cc1ccc(-c2ccc3c(c2)[C@@H]2[C@@H](CCN2C(=O)CN2CCOCC2)[C@@H](CO)N3)cc1	-16	9	-7	2	-4	-1	-5
CCNC[C@@H]1[C@H](c2ccc(-c3ccc(F)cc3)cc2)[C@H](CO)N1S(C)(=O)=O	-1	1	-8	-2	6	11	-7
O=C(C[C@H]1C=C[C@@H](NC(=O)c2cccc(F)c2)[C@H](CO)O1)NCc1ccc(Oc2ccccc2)cc1	1	3	2	14	-4	-43	2
C[C@@H]1CN([C@H](C)CO)C(=O)Cc2cc(NC(=O)c3ccncc3)ccc2O[C@H]1CN(C)S(=O)(=O)c1ccccc1	.	1	-15	-7	4	11	-2
Cc1ccccc1C(=O)OCc1nnc(-c2ccc(Cl)cc2)o1	-1	3	-7	-48	-5	-8	13
CCCNC(=O)C1(C)CCN(C(=O)c2cccc(C(F)(F)F)c2)C1 (stereo not given)	.	0	1	15	-4	.	-1
O=c1n(Cc2ccc(F)cc2)nc2n1-c1ccccc1SC2	2	0	-37	-10	-9	-7	-25
Cc1ccc(N/C=C2\C(=O)N(c3ccc(F)cc3F)C(c3cccnc3)S2(=O)=O)cc1 (stereo not given)	-14	0	-12	1	-3	16	-10
CCCCn1nnnc1C(c1ccccc1)N1CCN(C/C=C/c2ccccc2)CC1 (stereo not given)	2	-2	12	-4	0	.	-2
CCCN(N=Nc1cccc([N+](=O)[O-])c1)c1cccc([N+](=O)[O-])c1	-1	0	.	7	-1	-12	7
C/C=C/C=C\C(=O)Nc1cccc(C2=NOC3(C2)C[C@@H](C(N)=O)N(C(=O)/C(C)=C/C)C3)c1 (stereo not given in full)	.	15	4	.	.	0	-21
Nc1[nH]c(C(=O)c2ccccc2)c(-c2ccncc2)c1C(=O)NCc1ccc(Cl)cc1	-4	6	-7	24	5	.	14

As a short view, some entries already given:
SMILES	SIRT5 block	Casp6 inh	PAX8 inh HTS	LGR2 inh	DENV2 CPE rescue	ARNT TACC3 PPI	EWS-Fli inh
N#Cc1ccc(-c2ccc3c(c2)[C@@H]2[C@@H](CCN2C(=O)CN2CCOCC2)[C@@H](CO)N3)cc1	-16	9	-7	2	-4	-1	-5
CCNC[C@@H]1[C@H](c2ccc(-c3ccc(F)cc3)cc2)[C@H](CO)N1S(C)(=O)=O	-1	1	-8	-2	6	11	-7
O=C(C[C@H]1C=C[C@@H](NC(=O)c2cccc(F)c2)[C@H](CO)O1)NCc1ccc(Oc2ccccc2)cc1	1	3	2	14	-4	-43	2
C[C@@H]1CN([C@H](C)CO)C(=O)Cc2cc(NC(=O)c3ccncc3)ccc2O[C@H]1CN(C)S(=O)(=O)c1ccccc1	.	1	-15	-7	4	11	-2
Cc1ccccc1C(=O)OCc1nnc(-c2ccc(Cl)cc2)o1	-1	3	-7	-48	-5	-8	13
